PhoP GFP inhibition = PhoP regulon inhibitors, Salmonella typhi PhoP promoter GFP reporter, confirmatory (AID 1850) | inhibition, % at 50 µM, or IC50 in µM where a hit was titrated | Salmonella Typhi PhoP-promoter GFP reporter, fluorescence, 4 h; higher % means a stronger effect | actives 0.33% (n = 310,000); in the data active means a potency from the dose series; inconclusive means inhibition mostly from about 25% at the one dose, without a potency; inactive means the rest, 99 in 100 with inhibition below about 19%;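 further: 0% = induced wells with vehicle and 100% = uninduced wells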
H37Rv inhibition = M. tuberculosis growth inhibition, HTS (AID 449762). M. tuberculosis H37Rv growth inhibition, 7H9 media; higher % means a stronger effect. inhibition, % at 25 µM, or IC50 in µM where a hit was titrated. actives 0.59% (n = 330,000); in the data active means a potency from the dose series; inconclusive means inhibition above about 70% without an active follow-up result;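 further: bacterial growth assessed after seven days of incubation; strong numbers were not always called active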
tuberculosis growth = growth inhibition of non-replicating M. tuberculosis (AID 488890) | Mycobacterium tuberculosis non-replicating, growth inhibition; higher % means a stronger effect | actives 0.39% (n = 320,000) | inhibition, % at 25 µM, or IC50 in µM where a hit was titrated; in the data active means a potency from the dose series; inconclusive means inhibition mostly from about 82% at the one dose, without a potency; inactive means the rest, 99 in 100 with inhibition below about 76%;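 further: plate controls were DMSO cells for no effect and high antibiotic wells for full effect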
VEEV TC-83 Vero = inhibitors of VEEV TC-83 cytopathic effect, confirmation, Vero cells (AID 588727); one-dose inhibition, % at 20 µM; IC50 in µM for titrated hits; actives 0.13% (n = 350,000); Vero cells, VEEV TC-83 cytopathic effect inhibition; higher % means a stronger effect; in the data active means a potency from the dose series; inconclusive means inhibition mostly from about 14% at the one dose, without a potency; inactive means the rest, 99 in 100 with inhibition below about 12%; further: strong numbers were not always called active
influenza NS1A = H1N1 influenza NS1A inhibitors, functional cell based assay (AID 504329); NS1A functional cell-based assay, percent inhibition; higher % means a stronger effect; one-dose inhibition, % at 12.5 µM; IC50 in µM for titrated hits; actives 0.3% (n = 340,000); in the data active means a potency from the dose series; inconclusive means inhibition above about 27% without an active follow-up result; further: strong numbers were not always called active
VEEV TC-83 Vero 10K pilot screen = further read-out of VEEV TC-83 Vero, marked with its call; inhibition, %; measured here: 10K pilot screen inhibition
An asterisk follows results filed as active; i = inactive; ? = inconclusive; nt = no result given.

SMILES | PhoP GFP inhibition | H37Rv inhibition | tuberculosis growth | VEEV TC-83 Vero | influenza NS1A | others
Oc1ccccc1Nc1nc(-c2ccccc2O)nc2ccccc12 | -4% | 4% | -9% | 1.6% | 0%
O=C(Nc1ccc(F)cc1)c1ccc(S(=O)(=O)NCC2CCCO2)cc1 (centres undefined) | 1% | 0% | 0% | 0.1% | -1%
CC(C)(C)OC(=O)N1CCN(C(=O)c2[nH]cnc2C(=O)Nc2ccon2)CC1 | nt | -13% | -7% | 1.3% | 2%
O=c1c2ccccc2[nH]c(=S)n1CCc1ccccc1 | -3% | 9% | 28% | 2.5% | -4%
c1ccc(Cc2nnc3sc(-c4ccccn4)nn23)cc1 | 7% | 2% | 6% | i | 5%
O=C1/C(=C/c2ccc(F)cc2)SC(=S)N1CC(=O)N1CCCCC1c1cccnc1 (centres undefined) | -8% | 70% | 3% | ? | 17%
CCOC(=O)C1=C(C(F)(F)F)Nc2ncnn2C1c1ccc(OC)c(OC)c1OC (centres undefined) | 0% | 5% | 14% | 0.8% | -4%
CC(=O)C(Cc1cnc(Cl)s1)(Cc1cnc(Cl)s1)C(C)=O | -6% | -3% | -2% | 2.4% | -6%
COc1ccc(CCNC(=O)Cc2cccc(C(F)(F)F)c2)cc1OC | -8% | 0% | 1% | i | -1%
O=C(CN(CCc1ccccc1)S(=O)(=O)c1ccc(Br)cc1)N/N=C/c1ccccc1C(=O)O | -8% | -12% | 8% | 0.8% | -1%
O=C(Nc1ccccn1)c1ccc(CN(c2ccccc2)S(=O)(=O)c2ccccc2)cc1 | -11% | 14% | 30% | 11% | -2%
CCOCCCn1c(SC(C(=O)Nc2cc(C)ccc2C)c2ccccc2)nnc1-c1ccc(Cl)cc1 (centres undefined) | -2% | 26% | -6% | i | -6%
CCC(=NC1CC1)c1c(O)n(-c2ccc(OC)cc2)c(=O)[nH]c1=O | -9% | -4% | 2% | 0.6% | -5%
Cc1c(Cl)cccc1NC(=S)N(Cc1cccnc1)Cc1ccccc1Cl | -8% | 17% | 27% | 0.8% | -3%
COc1c(F)c(F)c(C(=O)O)c(Nc2cc(C)cc(C)c2)c1F | 7% | 0% | -2% | i | 0%

Overlap with the part before: 6 entries, then new ones.
SMILES | PhoP GFP inhibition | H37Rv inhibition | tuberculosis growth | VEEV TC-83 Vero | influenza NS1A | others
O=C(CN(CCc1ccccc1)S(=O)(=O)c1ccc(Br)cc1)N/N=C/c1ccccc1C(=O)O | -8% | -12% | 8% | 0.8% | -1%
O=C(Nc1ccccn1)c1ccc(CN(c2ccccc2)S(=O)(=O)c2ccccc2)cc1 | -11% | 14% | 30% | 11% | -2%
CCOCCCn1c(SC(C(=O)Nc2cc(C)ccc2C)c2ccccc2)nnc1-c1ccc(Cl)cc1 (centres undefined) | -2% | 26% | -6% | i | -6%
CCC(=NC1CC1)c1c(O)n(-c2ccc(OC)cc2)c(=O)[nH]c1=O | -9% | -4% | 2% | 0.6% | -5%
Cc1c(Cl)cccc1NC(=S)N(Cc1cccnc1)Cc1ccccc1Cl | -8% | 17% | 27% | 0.8% | -3%
COc1c(F)c(F)c(C(=O)O)c(Nc2cc(C)cc(C)c2)c1F | 7% | 0% | -2% | i | 0%
CCN1C(=O)c2ccc(C(=O)NCc3ccccc3)cc2C1=O | -1% | -5% | -9% | 2.7% | 0%
CCCc1cc(C(=O)NC2CCCCC2)no1 | 1% | 4% | 73% | 3.0% | 1%
CC(OC(=O)c1ccc(NC(N)=O)cc1)C(=O)Nc1ccc2c(c1)OCCO2 (centres undefined) | nt | 1% | 10% | 1.1% | 4%
COCCCn1c(SCC(=O)NCc2ccccc2)nc2ccccc2c1=O | 9% | -6% | -3% | 0.3% | -12%
c1ccc(CN2CCN(c3ncccn3)CC2)cc1 | -3% | 1% | 12% | 0.9% | -6%
CC1=NN(c2ccc(C)cc2C)C(=O)C1C(c1ccccc1O)C1C(=O)N(c2ccc(C)cc2C)N=C1C (centres undefined) | 0% | -15% | 8% | 0.7% | 3%
COc1cccc(C2C(C(=O)c3ccc(C)o3)=C(O)C(=O)N2CCN2CCOCC2)c1OC (centres undefined) | 0% | 0% | 6% | 0.9% | 21%
COc1ccc(C(C(=O)NC2CCCC2)N(C(=O)c2snc(-c3ccc(F)cc3)c2N)c2ccc(OC)cc2)cc1 (centres undefined) | 9% | -9% | -4% | i | -12%
CC(=O)NC1CC2CCCC(C1)N2C(=O)Nc1ccc(Cl)c(C(F)(F)F)c1 (centres undefined) | -7% | -9% | 18% | 4.9% | -11%
O=C1CCC(C(=O)OC(C(=O)c2c[nH]c3ccccc23)c2ccccc2)=NN1 (centres undefined) | 5% | 0% | 2% | 0.3% | 8%
CCNC(=S)N(Cc1c(C)noc1C)c1ccccc1 | -2% | -13% | -11% | 0.7% | -8%
COCCCNC(=O)c1ccc(CN2CCc3ccccc3C2)cc1 | 5% | 2% | 4% | 0.4% | -9%
Cc1ccc(N2C(=O)NC(C(F)(F)F)(C(F)(F)F)C3=C2CC(C)(C)CC3=O)cc1 | -2% | -4% | -4% | i | -5%
COc1ccccc1N1CCN(S(=O)(=O)CCNC(=O)C2CC2)CC1 | 2% | -2% | -6% | 1.0% | -3%
Cc1ccc2nnn(Cc3cccc(C(C)(C)C)c3O)c2c1 | 0% | -8% | 48% | 2.0% | -1%

Among those listed so far, these contain two or more sulfur atoms:
SMILES | PhoP GFP inhibition | H37Rv inhibition | tuberculosis growth | VEEV TC-83 Vero | influenza NS1A | others
O=C1/C(=C/c2ccc(F)cc2)SC(=S)N1CC(=O)N1CCCCC1c1cccnc1 (centres undefined) | -8% | 70% | 3% | ? | 17%
CC(=O)C(Cc1cnc(Cl)s1)(Cc1cnc(Cl)s1)C(C)=O | -6% | -3% | -2% | 2.4% | -6%

The main list resumes; the 2 compounds before the break are reprinted first.
SMILES | PhoP GFP inhibition | H37Rv inhibition | tuberculosis growth | VEEV TC-83 Vero | influenza NS1A | others
COc1ccccc1N1CCN(S(=O)(=O)CCNC(=O)C2CC2)CC1 | 2% | -2% | -6% | 1.0% | -3%
Cc1ccc2nnn(Cc3cccc(C(C)(C)C)c3O)c2c1 | 0% | -8% | 48% | 2.0% | -1%
Cc1csc(NC(=O)CCCSc2nc3ccccc3s2)n1 | 0% | -15% | ? | i | 1%
Cc1cc(CN2CCN(CCC#N)CC2)c(O)c(C2(C)CCCCC2)c1 | 3% | 4% | 12% | i | 17%
CSc1ccc(NC(=O)NCc2cccnc2)cc1 | 6% | 1% | 10% | i | 5%
CCOc1ccc(C(=O)NC(=S)Nc2ccccc2N2CCCCC2)cc1[N+](=O)[O-] | -8% | 67% | 33% | 4.7% | 2%
Cn1cc(CN2CCCCC2c2ccccn2)c(-c2ccc3c(c2)OCCO3)n1 (centres undefined) | -2% | 1% | -11% | 0.0% | 5%
COc1ccccc1CNC(=O)CCC(=O)Nc1nnc(C(C)C)s1 | -6% | 5% | 11% | i | -5%
CCOC(=O)N1CCC(NC(=O)c2ccc3c(Cl)c4c(nc3c2)CCCC4)CC1 | 9% | 3% | -8% | i | 8% | VEEV TC-83 Vero 10K pilot screen=0.5
Cc1cc(C(=O)N/N=C/c2cccc(Cl)c2Cl)no1 | 1% | 8% | 1µM* | 1.2% | 5%
CC(C)(C)OC(=O)N1CCC(Cc2cc(-c3cccc(Br)c3)no2)(C(=O)O)CC1 | -9% | 4% | 10% | 0.9% | 2%
CC(=O)N1N=C(c2ccc(Cl)cc2)OC1c1ccc(C(C)C)cc1 (centres undefined) | -5% | -9% | -15% | 8.5% | 6%
O=C(Cn1cnc2ccccc21)NC(c1ccccc1)c1ccccc1 | -3% | -3% | 16% | i | 4%
O=C1CC/C=C\C[C@@H](CC(=O)N(CCO)Cc2ccccc2)C(=O)NCCO1 | nt | -1% | 0% | i | 13%
CCc1ccc2nc(N3CCN(C)CC3)c(C#N)cc2c1 | -1% | 1% | 39% | 3.9% | 9% | VEEV TC-83 Vero 10K pilot screen=3.8
CC(=O)N1CC(C(=O)Nc2ccc3c(c2)OCO3)Oc2ccccc21 (centres undefined) | nt | -5% | 10% | 2.9% | 1%
CCc1ccccc1NC(=O)c1ccc(NS(C)(=O)=O)cc1 | 2% | -3% | -14% | 3.1% | nt
CC(C)OP(=O)(OC(C)C)C1(NS(=O)(=O)c2ccc(Cl)cc2)C=C(Cl)C(=O)C(Cl)=C1 | -2% | 6% | -2% | 2.4% | 1%
Cc1cccc(NC(=O)CN2C(=O)N/C(=C/c3ccc(-c4cccc(C(=O)O)c4C)o3)C2=O)c1 | 8% | -6% | -10% | 2.1% | -9%
Cc1ccc(S(=O)(=O)CC(=O)Nc2nc3ccc(S(N)(=O)=O)cc3s2)cc1 | -2% | 13% | 7% | 3.9% | -7%
O=C(Cn1cc(C(F)(F)F)ccc1=O)NC(c1ccccc1)c1ccccc1 | -6% | 4% | -14% | 0.7% | -7%
Cc1cccc(CSc2nnc(NC(=O)c3ccco3)s2)c1 | -1% | -7% | -2% | 1.9% | -3%
CC(C)(C)c1ccc(C(CC(=O)O)NC(=O)CCCc2ccccc2)cc1 (centres undefined) | 1% | -4% | -1% | 1.1% | 1%
COc1ccccc1CN1CCNC(=O)C1CC(=O)NC1Cc2ccccc2C1 (centres undefined) | -1% | 1% | 2% | i | 10%
CC(C)OC(=O)CSc1n[nH]c(-c2cccnc2)n1 | -7% | -8% | -2% | 1.1% | 1%
COc1cc(OC)c(OC)cc1CCC(C)NC(=O)Cc1ccccc1 (centres undefined) | -6% | 3% | -6% | i | 6%
Cc1ccc(-n2nnnc2SCC(=O)c2c(N)n(C3CC3)c(=O)[nH]c2=O)cc1C | nt | 9% | 13% | 1.8% | -10%
COc1ccc(NCC(=O)N/N=C/C(C)c2ccccc2)cc1 (centres undefined) | -33% | 33% | 7% | 0.4% | 8%
CCN(CC)S(=O)(=O)c1ccc(N2CCOCC2)c(NC(=O)C2CCCC2)c1 | -4% | -8% | -18% | 0.1% | -4%
COc1ccc(N(CC(=O)NCCSCc2ccccc2C)S(=O)(=O)c2ccccc2)cc1 | 3% | 0% | -21% | 4.7% | -9%
O=S(=O)(Nc1cccc(CCc2ccccn2)c1)c1ccc2ccccc2c1 | nt | nt | nt | 1.4% | -10%
COCCNS(=O)(=O)c1ccc(C2CNC(=O)C2)cc1 (centres undefined) | 8% | 6% | -26% | 0.7% | -4%
CC1=C(C(=O)Nc2ccccc2)C(c2ccc(Cl)cc2)n2c(s/c(=C/c3cccc(OCC(=O)O)c3)c2=O)=N1 (centres undefined) | -4% | 47% | 35% | 6.4% | 13%
OCC1(CCCc2ccccc2)CCN(C2CCC2)CC1 | -1% | -4% | 6% | 0.8% | -1%
COCc1ccc(C(=O)NC2CC(C)(C)Cc3c2cnn3-c2ccc(OC)cc2)o1 (centres undefined) | 4% | 5% | 11% | 1.4% | -3%
N#Cc1ccc(NCC(=O)Nc2ccc(S(=O)(=O)N3CCCCC3)cc2)cc1 | nt | 26% | 16% | 0.5% | -20%
O=C1CCN(Cc2ccccc2)S(=O)(=O)c2c(F)cc(F)cc21 | nt | -13% | 6% | 1.5% | -1%
C=CCn1c(-c2ccccc2)nc(=S)c2c1CCCC2 | -12% | -5% | 5% | 3.7% | -7%
O=C(c1ccc(F)cc1)C1CCN(C(=O)c2ccc(Cl)cc2)CC1 | nt | nt | nt | i | -7%
CCOC(=O)CCCn1ccc2cc(S(=O)(=O)N3CCCC3)ccc21 | 2% | 1% | 14% | 0.5% | -4%
Cc1ccc(-c2cc(C(=O)N3CC(C)CC(C)C3)c3ccccc3n2)o1 (centres undefined) | 7% | 6% | 70% | 0.1% | 3%
CC(=O)N1CCOc2ccc(S(=O)(=O)NCc3ccc(F)cc3)cc21 | -7% | 3% | -1% | 8.0% | 4%
O=C(c1cccn2c(=O)c3ccccc3nc12)N1CCN(c2ccccn2)CC1 | -1% | 4% | 0% | 3.6% | -2%
Cc1nc(NC(=S)NC(=O)COc2ccc(Cl)cc2)ccc1Br | -14% | ? | 5% | 0.6% | -4%
c1coc(-c2nnc3sc(Cc4cccs4)nn23)c1 | 1% | -4% | 67% | i | 2%
CC(C)n1nnnc1SCC(=O)N1N=C(c2cccs2)CC1c1cccs1 (centres undefined) | nt | 6% | 29% | 0.7% | -19%
COc1ccccc1N(C)S(=O)(=O)c1ccc(C)c(C(=O)NC(C)c2ccccn2)c1 (centres undefined) | nt | 0% | 45% | 4.0% | 8%
CNS(=O)(=O)c1cccc(C(=O)NCC(c2ccco2)N(C)C)c1 (centres undefined) | 2% | -6% | -5% | 1.2% | 10%
CCOP(=O)(OCC)C(NC(=O)Nc1ccc(Cl)c(Cl)c1)c1ccccc1 (centres undefined) | 4% | 6% | 64% | 5.0% | -10%

Assay outcomes from PubChem.
